# S1P4 agonist: agonists of human S1P4 receptor; AID 1509; hit rate 0.35% among 220,000; S1P4-expressing cell line, agonist reporter assay; activation, % at 4.98 µM; in the data active = activation above about 11%;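 also: 0% = DMSO vehicle and 100% = reference agonist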
# Runt-CBFb FRET: inhibitors of human RUNX1 Runt domain binding to CBFb | hit rate 0.46% among 220,000 | Cerulean-Runt/Venus-CBFb FRET ratio 530/480, 1 h | Q01196+Q13951 | inhibition, % at 20 µM;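 active = inhibition over about 50% at 20 µM in the single-dose screen, limit read from the data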;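 also: 0% = DMSO wells and 100% = excess unlabeled CBFb competitor control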
#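 Assay system: Cerulean-tagged RUNX1 Runt domain (FRET donor) fusion protein / Amount: 100 nM each of Venus-CBFb and Cerulean-Runt domain / Medium: Tris buffer pH 7.5 with salts and BSA / Also added: Venus-CBFb 100 nM / Schedule: 1 h complex formation plus 1 h compound treatment, room temperature / Signal: FRET fluorescence / Read-out: loss of energy transfer signal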
# S1P4 antagonist: blocks the human S1P4 receptor | O95977 | S1P4-expressing cells, antagonist mode, reporter read-out | inhibition, % at 4.98 µM | hit rate 0.26% among 220,000; in the data active = inhibition above about 29%;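 also: 0% = wells stimulated with agonist and 100% = vehicle wells without agonist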
# BaF3 parental: parental Ba/F3 viability inhibition as JAK2V617F counter-screen; CellTiter-Glo ATP luminescence; inhibition, % at 5.6 µM; hit rate 1.1% among 220,000; AID 1486;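 active = inhibition above a per-campaign cutoff, the mean inhibition of all tested compounds plus 3 SD, cut at about 27% in these data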;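 also: 0% = DMSO wells and 100% = JAK Inhibitor I control wells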
# NPY Y1 blocker: antagonists of human neuropeptide Y receptor Y1. inhibition, % at 3.6 µM. P25929. hit rate 1% among 200,000. HEK293-CNG Y1 cells, membrane potential fluorescence; NPY at EC95, then isoproterenol. AID 1040;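 active = inhibition above the campaign mean inhibition of all tested compounds plus 3 SD, cut at about 20% in these data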;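 also: 0% = DMSO wells given NPY plus isoproterenol and 100% = isoproterenol alone without NPY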
# Target sequence (P25929 whole entry, looked up): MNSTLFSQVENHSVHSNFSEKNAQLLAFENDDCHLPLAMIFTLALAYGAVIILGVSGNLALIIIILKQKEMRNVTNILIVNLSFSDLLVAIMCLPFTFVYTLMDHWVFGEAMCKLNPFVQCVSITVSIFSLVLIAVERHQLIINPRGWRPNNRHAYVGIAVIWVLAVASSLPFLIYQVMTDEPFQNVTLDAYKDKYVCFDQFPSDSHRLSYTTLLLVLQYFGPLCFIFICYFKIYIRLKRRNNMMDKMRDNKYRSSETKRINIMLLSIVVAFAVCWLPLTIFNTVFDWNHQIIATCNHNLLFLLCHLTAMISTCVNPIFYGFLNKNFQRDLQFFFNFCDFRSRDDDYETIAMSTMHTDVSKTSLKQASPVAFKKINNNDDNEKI
#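 Material: HEK293 cells co-expressing NPY Y1 receptor and cyclic-nucleotide gated channel. Timing: compound incubation 1 h at room temperature, readout 45 min post-stimulation. Signal: fluorescence, membrane potential probe.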
# Ba/F3 V617F tox: reduce viability of Ba/F3 cells dependent on JAK2V617F; Ba/F3 EpoR-JAK2V617F viability, ATP luminescence; inhibition, % at 5.6 µM; hit rate 1.1% among 220,000;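 active = inhibition above the campaign mean plus 3 SD over all tested compounds, cut at about 24% in these data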;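 also: cytokine-independent growth of Ba/F3 cells driven by EpoR plus mutant JAK2; 0% = DMSO-treated cells and 100% = JAK inhibitor I control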
# NPY-Y2 PAM-ag: potentiates or activates human NPY-Y2 receptor | P49146 | cells expressing NPY-Y2, potentiator/agonist read-out | activation, % at 3.6 µM | hit rate 0.45% among 220,000; in the data active = activation above about 27%;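 also: cells stimulated with NPY near EC25 plus isoproterenol at EC100; 0% = vehicle plus submaximal agonist and 100% = vehicle plus saturating agonist; some results beyond the cut were filed as inactive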
# Target sequence (P49146 whole entry, looked up): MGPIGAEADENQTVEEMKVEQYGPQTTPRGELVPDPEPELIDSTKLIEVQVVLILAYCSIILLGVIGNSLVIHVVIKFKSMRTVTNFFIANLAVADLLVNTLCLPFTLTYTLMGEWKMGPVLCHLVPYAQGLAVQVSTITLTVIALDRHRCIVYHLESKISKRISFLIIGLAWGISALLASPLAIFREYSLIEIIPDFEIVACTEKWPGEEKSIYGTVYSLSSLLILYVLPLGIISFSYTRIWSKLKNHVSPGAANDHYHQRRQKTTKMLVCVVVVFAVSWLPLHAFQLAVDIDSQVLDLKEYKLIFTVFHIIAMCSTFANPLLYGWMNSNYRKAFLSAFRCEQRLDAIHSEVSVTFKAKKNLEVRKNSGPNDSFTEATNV
# RBBP9 inh: human RBBP9 hydrolase inhibition. recombinant RBBP9, FP-Rh probe fluorescence polarization. inhibition, % at 7.94 µM. hit rate 0.2% among 220,000. AID 1515;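 active = inhibition above the campaign mean of all tested compounds plus 3 SD, cut at about 14% in these data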;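 also: plate controls were DMSO wells with RBBP9 for no effect and wells lacking RBBP9 protein for full effect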
# Target sequence (O75884 whole entry, looked up): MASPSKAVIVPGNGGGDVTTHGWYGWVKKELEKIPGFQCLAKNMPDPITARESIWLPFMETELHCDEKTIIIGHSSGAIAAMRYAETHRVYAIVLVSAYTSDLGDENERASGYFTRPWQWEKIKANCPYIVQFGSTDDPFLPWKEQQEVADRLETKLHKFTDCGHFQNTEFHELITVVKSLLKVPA
#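 Test system – recombinant human RBBP9 · Input – RBBP9 2.5 µM in dispensing solution, pre-mixing · Medium – Tris buffer pH 8.0, NaCl, Pluronic · Schedule – preincubation 30 min plus labeling 45 min at 25 °C · Measured by – fluorescence polarization · Measure – % inhibition · Controls – DMSO and no-protein wells · Replicates – one well per compound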
# NPY-Y1 PAM-ag: human NPY-Y1 potentiation or agonism, primary screen. P25929. NPY-Y1 expressing cells, potentiator/agonist activation. activation, % at 3.6 µM. hit rate 0.37% among 220,000; in the data active = activation above about 33%, passing the limit was not always enough;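 also: cells stimulated with NPY at EC10 then isoproterenol at EC100; 0% = low agonist plus stimulus and 100% = saturating agonist plus stimulus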
# * = called active by the depositor; / = not tested or not shown.
Structure	S1P4 agonist	Runt-CBFb FRET	S1P4 antagonist	BaF3 parental	NPY Y1 blocker	Ba/F3 V617F tox	NPY-Y2 PAM-ag	RBBP9 inh	NPY-Y1 PAM-ag
CC(=O)OC[C@]1(OC(C)=O)C[C@@]23CC[C@H]4[C@@](C)(CCC[C@@]4(C)C(=O)O)[C@@H]2CC[C@@H]1C3	1.5	-1.2	0.9	2.0	-4.4	-0.7	6.2	-9.9	27.6
N#Cc1nc(COc2ccccc2Cl)oc1N1CCCCCC1	-0.6	/	2.1	6.3	2.3	3.1	0.4	-9.1	10.4
COc1ccc(NS(=O)(=O)c2ccc(NS(=O)(=O)c3ccc(SC)cc3)cc2)c(OC)c1	-1.9	1.1	5.5	6.2	6.1	2.4	-6.2	5.2	-7.8
N#CC1=C(N)OC2=C(CCc3ccccc32)C1c1ccccc1Cl (centres undefined)	0.2	12.2	-18.6	8.9	7.5	4.8	-12.7	-0.8	-16.7
COc1ccc(S(=O)(=O)Nc2cc(C)cc(C)n2)c2ccccc12	1.2	1.1	-13.1	-2.5	5.9	-4.4	4.8	2.7	-0.6
COC(=O)Cc1ccc(NC(=S)NN2CCOCC2)cc1	0.2	1.6	-8.3	6.6	5.5	-1.8	8.5	-3.1	9.8
Cc1ccc(C(=O)NCC(=O)NCC(=O)OCC(=O)c2cccs2)cc1	-0.1	-2.6	-17.9	0.6	2.1	-3.6	16.6	-11.9	-1.6
CCN(C(=O)Cc1c(C(=O)O)n(C)c2ccccc12)c1ccc(F)cc1	-1.6	-0.2	7.7	2.0	1.2	-0.2	-10.9	6.4	-10.3
Cc1ccc(C(=O)NCc2cccnc2)cc1S(=O)(=O)Nc1ccccc1	0.9	-0.4	0.3	2.0	1.3	-2.3	-4.2	-7.2	0.5
O=C(O)Cn1c(=O)cnc2ccccc21	-0.4	1.4	-11.8	0.1	-3.2	-3.7	-10.3	-6.3	12.8
O=C(NCCCn1ccnc1)c1cn(Cc2ccc(F)cc2)nn1	-1.6	0.5	13.8	0.3	6.4	0.4	-6.1	-12.4	-3.9
O=C(CCN1C(=O)c2ccccc2C1=O)N(CCO)Cc1ccccc1	1.0	0.6	1.7	-2.6	6.6	-5.4	10.8	-7.9	-8.0
Cc1cc(C)c2c(c1)cc(C)c1nnc(SCC(=O)Nc3ccccc3N3CCOCC3)n12	1.9	-6.3	-10.8	2.3	6.4	-3.7	-6.4	1.3	3.5
COc1ccc(-c2cnnn2-c2ccc(NC(=O)c3ccc(S(=O)(=O)N4CCCCC4)cc3)cc2)cc1OC	-0.5	-4.0	-23.0	3.5	0.4	2.9	15.6	-33.7	0.2
COC(=O)CN=Cc1c(C)[nH]n(-c2ccccc2)c1=O	1.6	0.1	-16.5	4.8	0.6	4.4	-8.5	-9.9	-1.9
O=C(O)/C=C/C(=O)NCCC1=CCCCC1	-0.6	0.0	-1.7	3.6	-1.4	2.0	2.8	-8.4	6.0
O=C(COc1ccc(Cl)cc1)NNC(=O)CSc1nncs1	1.2	0.8	1.0	3.0	-2.2	2.1	6.0	-3.1	12.7
COc1ccc(C2c3c(oc4ccccc4c3=O)C(=O)N2c2ccccn2)cc1OC (centres undefined)	1.0	-2.8	9.1	0.7	-3.2	-2.5	8.0	7.7	8.9
CCc1cccc(Oc2nn[nH]n2)c1	-2.4	-0.6	-8.8	7.4	16.3	0.9	-10.2	-7.2	14.4
N#Cc1c(-c2ccccc2)cc(C2CC2)nc1SCC(=O)c1cccs1	-0.3	-32.2	-6.9	3.8	-0.6	1.2	4.3	-12.7	0.9
CCOC(=O)/C(C#N)=C1/C=Nc2ccccc2N1	1.4	-8.5	5.4	7.8	1.5	2.5	1.2	-8.5	-12.1
C=CCN(CC=C)C(=O)c1ccccc1NC(=O)c1ccccc1C	1.3	-3.4	9.3	6.1	-0.1	1.8	-19.3	-3.0	-32.4
Cc1ccc(NC2=NC(c3ccc(F)cc3)n3c(nc(C)cc3=O)N2)cc1 (centres undefined)	1.8	0.2	5.1	-2.3	/	3.9	-4.4	-7.3	-2.9
COC(=O)c1ccc(NC(=O)C2CCCO2)cc1 (centres undefined)	-0.3	-2.5	-1.8	3.0	5.5	-2.0	-3.0	-2.7	10.2
FC(F)(F)c1ccc(Cl)c(-n2c(Cc3cccs3)n[nH]c2=S)c1	-1.4	11.5	10.9	4.8	/	-1.0	-24.6	10.3	11.0

# Record cards, from the list above.
# Profile of `O=C(CCN1C(=O)c2ccccc2C1=O)N(CCO)Cc1ccccc1` = S1P4 agonist = 1.0; Runt-CBFb FRET = 0.6; S1P4 antagonist = 1.7; BaF3 parental = -2.6; NPY Y1 blocker = 6.6; Ba/F3 V617F tox = -5.4; NPY-Y2 PAM-ag = 10.8; RBBP9 inh = -7.9; NPY-Y1 PAM-ag = -8.0
# Profile of `N#Cc1nc(COc2ccccc2Cl)oc1N1CCCCCC1` = S1P4 agonist = -0.6; Runt-CBFb FRET = /; S1P4 antagonist = 2.1; BaF3 parental = 6.3; NPY Y1 blocker = 2.3; Ba/F3 V617F tox = 3.1; NPY-Y2 PAM-ag = 0.4; RBBP9 inh = -9.1; NPY-Y1 PAM-ag = 10.4

# The list goes on.
Structure	S1P4 agonist	Runt-CBFb FRET	S1P4 antagonist	BaF3 parental	NPY Y1 blocker	Ba/F3 V617F tox	NPY-Y2 PAM-ag	RBBP9 inh	NPY-Y1 PAM-ag
Cc1cccc(N2CC(O)(c3cccs3)[N+]3=C2CCCC3)c1 (centres undefined)	1.4	-0.4	-8.3	36.0*	-1.4	26.0*	-9.2	-5.1	-8.2
CC(CCn1cccn1)NC(=O)c1cc(COc2ccc(F)cc2F)on1 (centres undefined)	-0.4	0.5	-19.7	8.9	-1.4	0.5	7.3	-3.1	4.7
Cc1ccnc(SCCn2c(N3CC(C)OC(C)C3)nc3c2c(=O)n(C)c(=O)n3C)n1 (centres undefined)	-0.2	1.5	-13.1	3.3	-2.5	0.9	9.8	-3.8	-0.9
O=C(O)/C=C/C(=O)NC1CCC(CC2CCC(NC(=O)/C=C/C(=O)O)CC2)CC1 (centres undefined)	-0.4	0.8	-3.9	3.3	0.4	-1.0	-4.9	20.6*	-11.4
CN(CC(=O)NCCc1ccccc1)S(=O)(=O)c1cccc2nsnc12	3.0	-1.1	10.7	4.7	8.9	2.4	-7.4	-8.3	-14.7
N/C(=N\OC(=O)COc1ccc2ccccc2c1Br)c1ccncc1	4.5	-10.9	-2.2	-0.7	4.7	-3.1	-12.4	-3.0	-21.3
O=c1cc(N2CCOCC2)[nH]c(=O)n1-c1ccc(Br)cc1	-0.3	0.3	-0.9	9.9	-5.2	-1.4	-1.9	-7.4	-2.4
CN(C(=O)CSc1nnc(-c2ccccc2)n1C)C1CCS(=O)(=O)C1 (centres undefined)	-2.5	0.0	-16.8	5.9	-2.1	5.8	-9.4	-5.3	-6.0
C/C(=N\OCC(=O)Nc1ccc(Br)cc1)c1cccs1	0.0	-3.3	-9.1	-0.5	7.1	-2.5	-2.3	4.4	1.7
OCCN1CCN(CCOc2ccccc2-c2ccccc2)CC1	0.7	-4.2	-6.2	2.5	3.0	-1.6	-8.6	-5.4	-7.0
Cc1cccc2nc(-c3ccco3)c(Nc3ccc4c(c3)OCCO4)n12	0.8	-10.8	-20.6	5.3	3.2	-1.9	3.3	-3.0	2.5
CC#CC[N+](C)(C)CCCCCCCCCCCC	-0.5	-3.4	-8.2	80.9*	13.3	100.9*	-9.9	-1.8	-4.5
CCc1ccc(/C=N/NC(=S)NCCc2ccccc2)cc1	-2.0	-0.1	-10.8	0.8	19.3	-3.2	-13.2	5.1	-3.8
Cc1ccc(N(CC(=O)N2CCN(C3CCCCC3)CC2)S(=O)(=O)c2cccnc2)cc1	5.5	-0.1	7.2	4.8	3.2	-1.9	2.9	-3.7	-8.3
COc1cc(OC)cc(C(=O)NNC(=O)c2ccccn2)c1	0.2	1.8	-11.7	-2.2	-1.3	-2.6	-12.3	-4.1	-10.0
CCOC(=O)Cc1c(C)[nH]c(=S)[nH]c1=O	-2.2	2.5	-4.6	7.8	-1.6	0.1	-13.7	-6.0	-4.0
OC(CNCCCN1CCCCC1)COc1ccccc1 (centres undefined)	1.7	0.3	-17.2	3.4	4.2	0.3	30.3	-9.4	15.8
CC(C)CC(NC(N)=O)C(=O)NCCc1ccc(Cl)cc1Cl (centres undefined)	1.8	0.3	-18.0	3.3	5.5	2.0	-4.9	-7.1	7.2
COc1cccc(N2CCN(C(=O)C3C4C=CC5(CN(Cc6ccccc6Cl)C(=O)C35)O4)CC2)c1 (centres undefined)	0.6	1.6	-17.2	7.8	2.4	0.1	-1.5	-5.3	8.9
COc1ccccc1N1CCN(c2ccc(Cl)nn2)CC1	-1.0	/	1.5	1.9	4.1	-2.6	7.3	5.4	4.8
CSC(=O)CC(=O)NC(=O)c1ccccc1	0.7	-1.2	-13.3	7.8	5.7	-0.7	-15.8	-11.2	4.9
CCn1c(SCC(=O)N2c3ccccc3CCc3ccccc32)nnc1-c1ccc(OC)cc1	4.3	-2.9	-8.7	11.7	6.2	4.1	1.9	0.3	5.8
O=C(CC1Sc2ncnn2C1=O)Nc1ccccc1 (centres undefined)	1.1	8.1	2.7	8.2	-3.5	-2.0	-16.0	-4.6	0.3
CNc1[nH]ncc1[N+](=O)[O-]	1.8	0.3	-7.4	1.1	6.5	-4.9	6.5	-0.1	8.6
CC1CC(C)CN(CCCNC(=O)C2CCN(S(=O)(=O)N3CCCCC3)CC2)C1 (centres undefined)	0.1	1.5	-12.8	6.8	0.3	2.0	1.5	-7.2	10.2
Cc1ccc(-n2nc(C)c(/C=N/n3c(C)n[nH]c3=S)c2Cl)cc1	-0.5	12.5	-1.3	6.0	12.4	4.2	-9.5	-14.4	-18.5
Cc1cc(C(=O)COC(=O)c2ccc3c(c2)OCO3)c(C)n1Cc1cccs1	4.6	0.2	-15.0	5.4	5.0	1.6	-13.0	-14.0	-27.1
CCc1ccc(/C=C/c2c[nH]c3ccccc23)[n+](CC)c1	0.6	-34.8	-3.0	79.0*	-5.4	94.3*	1.5	-0.1	14.6
Cc1cc(C(=O)CSc2n[nH]c(N)n2)c(C)n1-c1cc(F)ccc1F	-0.5	4.4	-23.6	1.1	-8.3	-4.8	6.9	8.6	-18.3
COc1cc(C2C(C#N)=C(N)OC3=C2C(=O)CC(C)(C)C3)c([N+](=O)[O-])cc1OC (centres undefined)	-0.4	/	-52.7	-0.1	8.7	-3.7	-15.4	-3.9	3.3
CC(=O)c1ccc(N2CCN(C(=O)/C=C/c3ccc4ccccc4n3)CC2)cc1	2.6	0.1	-5.4	8.2	1.9	-0.3	-12.3	1.9	-5.0
